# HMGR II inh: inhibitors of class II HMG-CoA reductase from Enterococcus faecalis; purified E. faecalis HMGR, NADPH absorbance 340 nm kinetic; inhibition, % at 10 µM; hit rate 0.41% among 190,000; AID 1066;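 active means inhibition above a set limit, the median over all tested compounds plus 3 SD, cut at about 9.5% in these data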;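 further: enzyme runs in reverse so mevalonate oxidation gives rising NADPH absorbance; 0% = complete reaction with DMSO and 100% = background rate lacking mevalonate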
# FLuc act counter: firefly luciferase counter-screen for stimulation assays; P08659; ATPlite luciferase biochemical, luminescence, 10 min; 0 = ATP-free wells, 1 = DMSO control; activation factor at 10 µM; 200,000 tested, under 10 active;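 active means luciferase activation factor, scaled between plate controls, of at least 2 with compound at 10 µM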
# Target sequence (P08659 whole entry, looked up): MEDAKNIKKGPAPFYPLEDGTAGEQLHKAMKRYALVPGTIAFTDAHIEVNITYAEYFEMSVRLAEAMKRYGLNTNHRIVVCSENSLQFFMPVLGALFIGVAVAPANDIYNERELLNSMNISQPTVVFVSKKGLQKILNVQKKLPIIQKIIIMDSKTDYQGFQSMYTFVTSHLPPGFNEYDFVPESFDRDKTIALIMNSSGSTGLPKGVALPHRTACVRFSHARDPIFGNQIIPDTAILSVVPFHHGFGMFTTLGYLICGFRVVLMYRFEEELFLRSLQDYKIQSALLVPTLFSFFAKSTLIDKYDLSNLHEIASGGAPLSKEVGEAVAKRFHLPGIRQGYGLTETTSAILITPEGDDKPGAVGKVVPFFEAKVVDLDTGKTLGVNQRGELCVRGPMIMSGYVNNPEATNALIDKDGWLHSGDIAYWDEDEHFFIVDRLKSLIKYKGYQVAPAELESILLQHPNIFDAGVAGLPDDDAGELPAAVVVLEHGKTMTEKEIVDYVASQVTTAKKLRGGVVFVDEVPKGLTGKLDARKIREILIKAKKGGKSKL
#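 Assay system: Luciferase/luciferin detection reagent, cell-free biochemical luciferase assay / Read-out: luciferase activation / Benchmarks: No-ATP low control, compound-free enzyme-plus-ATP high control / Medium: PBS buffer for ATP / Detection: luminescence measurement of luciferase light output / Schedule: 10 min at ambient temperature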
# DTT redox prof: compounds producing H2O2 with reducing agent – biochemical, NIH compound library profiling, artefact control for MLSCN library redox annotation, primary screen; DTT-dependent redox cycling H2O2, phenol red/HRP absorbance; 100% = 100 µM peroxide control, 0% = buffer; activation, % at 10 µM; hit rate 0.03% among 200,000;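 active means activation of at least 50% relative to the plate's high and low controls in the primary single-dose screen; inactive means activation below 50%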;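 further: compound incubated with DTT at 0.8 mM final as the reducing agent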
# NF-kB expr up: raises NF-kB expression in human neuronal cells | fold change at 12.5 µM | NF-kB reporter expression; stronger effect = higher value | AID 1239 | hit rate 1.6% among 190,000; in the data active means fold change above about 3.3
# APP 5'UTR act: activates APP 5'UTR luciferase reporter | SH-SY5Y APP 5'UTR luciferase reporter, luminescence; zero percent = DMSO vehicle wells | activation, % at 2 µM | hit rate 1% among 190,000;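 active means activation above a set limit, based on mean plus 3 SD of controls, cut at about 140% in these data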; further: values of inactives mirror those of a sister screen read the other way
# STAT1 act: activators of IFN-gamma induced STAT1 signaling. NIH 3T3 STAT1-luciferase reporter, luminescence; 100% = IFN-gamma alone, no compound. activation (% of control), % at 5.5 µM. hit rate 2.6% among 200,000. AID 932;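 active means activation above the screen-wide mean activation plus 3 SD, cut at about 130% in these data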;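 further: raw ratio to IFN-gamma control signal so 100% means no change and 0% no light; values of inactives mirror those of a sister screen read the other way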
# Hsp70 act: Hsp70 transcriptional activation, primary screen. HeLa Hsp70 promoter luciferase reporter, luminescence; scaled: vehicle 0, proteasome-inhibitor control 100%. activation, % at 10 µM. AID 1203. hit rate 0.04% among 200,000;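 active means activation above the mean across all tested compounds plus 3 SD, cutoff set per campaign, cut at about 5.5% in these data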;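 further: 100% = MG132 at 30 µM as the positive control and 0% = DMSO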
# FLuc inhib CS: Photinus pyralis luciferase inhibition counter-screen. P08659. ATPLite firefly luciferase biochemical luminescence, 10 min. inhibition, % at 10 µM. hit rate 1.5% among 200,000. AID 1006;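 active means inhibition above about 50% when tested at 10 µM, limit read from the data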
# G6PDH counter: L. mesenteroides G6PDH inhibition counter-screen. hit rate 0.12% among 200,000. inhibition, % at 5 µM. Purified L. mesenteroides G6PDH, diaphorase/resazurin coupled fluorescence, 45 min; in the data active means inhibition above about 50%
# APP transl inh: APP translation inhibition | SH-SY5Y APP 5'UTR-luciferase reporter, luminescence | hit rate 0.82% among 190,000 | inhibition, % at 2 µM | AID 1285;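 active means inhibition above a set limit, derived from the sample mean plus 3 SD, cut at about 45% in these data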; further: values of inactives mirror those of a sister screen read the other way
# * = called active by the depositor; . = no result given. Compounds were not picked by outcome; 5.3% or so of the library scored in one or more.
# Under each structure – HMGR II inh	FLuc act counter	DTT redox prof	NF-kB expr up	APP 5'UTR act	STAT1 act	Hsp70 act	FLuc inhib CS	G6PDH counter	APP transl inh
> O=C(NCc1ccc2c(c1)OCO2)c1ccc(N2CCCCCC2)c([N+](=O)[O-])c1
→ -3	1.1	0.6	1	-10	101	-0.3	-6	-13	10
> CC1C(C(=O)Nc2ccccc2)CCCC1(C)C(=O)O (configuration not stated)
→ -5	1.1	-3.8	1.1	-2	101	-0.2	-9	4	2
> O=C(NC(c1ccccc1)c1ccccc1)c1ccc(=O)[nH]n1
→ -1	1.1	-0.3	0.99	2	104	-0.3	-7	11	-2
> CCOc1ccc(NC(=O)Cn2nnc(C(=O)NCCc3ccc(OC)c(OC)c3)c2N)cc1
→ -4	1.1	-5.0	0.99	1	89	0.0	-11	4	-1
> O=C(CSc1nccn1-c1ccc(Cl)cc1)N1CCCc2ccccc21
→ -6	1	0.8	0.98	-2	99	-0.3	-1	11	2
> Cc1ccc2cc(CCNC(=O)c3ccc(Br)o3)c(=O)[nH]c2c1
→ -2	1.1	1.1	0.34	-8	103	-0.1	-9	1	8
> N/C(=N\OC(=O)Cc1ccccc1[N+](=O)[O-])c1cccnc1
→ -3	1.1	-0.3	1.1	-18	102	-0.1	-6	8	18
> CCOC(=O)N1CCN(C(=O)COc2ccc(Br)cc2)CC1
→ 1	1	-0.1	1	14	98	0.3	1	21	-14
> Cn1c(SCc2nc3ccccc3[nH]2)nnc1-c1cccs1
→ 4	1	0.5	0.91	18	85	-0.3	-1	2	-18
> O=C(CSc1nc2ccccc2o1)N1CCN(S(=O)(=O)c2ccc3ccccc3c2)CC1
→ -1	1.1	2.1	0.97	-13	100	0.0	-8	-2	13
> COC(=O)Cc1c(C)c2ccc(OCc3nn[nH]n3)cc2oc1=O
→ 2	1.1	-3.0	1.1	-78	96	0.0	-7	9	78*
> COc1cccc(/C=C2\SC(=S)NC2=O)c1OS(=O)(=O)c1ccc(NC(C)=O)cc1
→ -2	1	0.0	1.1	-10	95	0.0	-2	8	10
> COCCCNCCOc1ccc(C)cc1[N+](=O)[O-]
→ -4	1	0.4	1.1	11	98	-0.1	0	3	-11
> Cc1ccc(-c2nn(CC(N)=O)c(=O)c3ccccc23)cc1S(=O)(=O)N(C)C
→ 3	1.1	0.2	1	6	97	0.0	-6	-2	-6
> N#CC1=C2C=CC=CN2CC1=O
→ -1	1	1.5	1.1	25	144*	-0.1	3	0	-25

# Compound profiles (already shown). Values in the order: HMGR II inh	FLuc act counter	DTT redox prof	NF-kB expr up	APP 5'UTR act	STAT1 act	Hsp70 act	FLuc inhib CS	G6PDH counter	APP transl inh
# Cc1ccc(-c2nn(CC(N)=O)c(=O)c3ccccc23)cc1S(=O)(=O)N(C)C reads 3	1.1	0.2	1	6	97	0.0	-6	-2	-6
# Cn1c(SCc2nc3ccccc3[nH]2)nnc1-c1cccs1 reads 4	1	0.5	0.91	18	85	-0.3	-1	2	-18
# N/C(=N\OC(=O)Cc1ccccc1[N+](=O)[O-])c1cccnc1 reads -3	1.1	-0.3	1.1	-18	102	-0.1	-6	8	18

# (list continues)
# Under each structure – HMGR II inh	FLuc act counter	DTT redox prof	NF-kB expr up	APP 5'UTR act	STAT1 act	Hsp70 act	FLuc inhib CS	G6PDH counter	APP transl inh
> Cc1cc(=O)oc(C)c1C(=O)N1CCCc2ccccc21
→ -7	1.1	0.7	1.1	1	104	-0.3	-6	5	-1
> COc1ccccc1C(=O)NCCn1ccc2ccccc21
→ -3	1	1.1	1.2	10	103	-0.3	-3	1	-10
> CC(=O)Nc1cccc(NC(=O)CSc2nnc(Cc3cccn3C)n2-c2ccc(C)cc2)c1
→ -7	1	-0.9	1.1	3	98	-0.7	-3	1	-3
> COc1cc(NC(=O)c2ccco2)c(OC)cc1NC(=O)CCC(=O)Nc1cc(C)ccc1C
→ 3	1	2.7	0.8	0	100	0.0	-4	3	0
> O=C(O)C1CCN(C(=O)CSc2nc3ccccc3s2)CC1
→ 1	1	-0.7	0.86	18	97	0.1	-2	5	-18
> CCN(CC)S(=O)(=O)c1cccc(-c2nnc(SCCOc3ccccc3)o2)c1
→ -1	1	-0.9	0.78	-7	100	-0.3	-4	2	7
> CCN1CCN(C(=O)C2=C(C(=O)O)CCCC2)CC1
→ -1	1	0.9	0.96	14	97	0.3	-3	8	-14
> COc1ccccc1NCC(=O)N/N=C/c1sccc1C
→ 2	1	-0.5	1.1	16	101	-0.3	3	21	-16
> O=Cc1ccc(Oc2cnccn2)cc1
→ -12	1.1	-1.9	1	-76	100	0.1	-6	1	76*
> c1cncc(CNc2cccc(-c3nc4ccccc4[nH]3)c2)c1
→ -2	0.6	-0.3	2.1	70	125	-0.3	37	14	-70
> Cn1cc(/C=C2\SC(=O)N(c3ccccc3)C2=O)c2ccccc21
→ 0	0.9	1.3	1.3	85	119	0.3	12	-68	-85
> COc1cccc(/C=N/NC(=O)C(=O)Nc2ccccc2OC(F)(F)C(F)F)c1O
→ -2	1	-0.3	1.2	-33	111	-0.5	-5	-11	33
> Cc1ccccc1NC(=O)c1ccc(N/N=C/c2ccccc2O)c([N+](=O)[O-])c1
→ 4	1	-2.5	1.2	-1	103	-0.2	-1	-5	1
> CCCSc1nsc(NC(=O)c2cccnc2OCC)n1
→ -2	1	-0.3	1.4	-2	111	-0.1	0	1	2
> COc1cccc(CNC(=O)c2ccc(CS(=O)(=O)Cc3ccc(C)cc3)o2)c1
→ -4	1.1	-0.9	1.1	-3	93	0.0	-7	2	3
> COc1ccc(CCC(=O)Nc2nc(-c3ccncc3)cs2)cc1
→ -3	1	-0.3	0.84	19	103	-0.1	-5	1	-19
> N#Cc1ccccc1Sc1ccccc1C(=O)Nc1ccc2ccccc2c1
→ -8	1	2.9	0.77	3	104	-0.4	-2	0	-3
> Cc1ccc2ccccc2[n+]1CCCS(=O)(=O)[O-]
→ -2	1	0.2	0.96	1	95	-0.1	-4	2	-1
> COc1cc(C2Nn3c(nnc3-c3ccccc3OC)S2)ccc1O (configuration not stated)
→ 2	1	-0.4	1.1	4	103	-0.1	-4	0	-4
> O=C(O)CCCCCn1c(O)c(C=C2N=c3ccccc3=N2)sc1=S
→ -2	0.9	-0.3	1.1	5	102	0.1	7	-14	-5
> Cc1nn(C)c(C)c1CN(C)C(=O)CCCC(=O)O
→ -7	1	1.6	1.2	19	102	-0.4	-3	0	-19
> COc1ccccc1CNCc1ccc(OC)c(OC)c1OC
→ 0	1	1.0	1	7	99	0.2	1	10	-7
> c1ccc2c(c1)nc(N1CCOCC1)c1c3ccccc3[nH]c21
→ -4	1	0.7	0.96	0	99	0.0	0	12	0
> O=C(c1ccccc1)N1CCN(Cc2c[nH]c3ccccc23)CC1
→ -3	1	0.8	0.85	-35	98	-0.1	-3	4	34
> COc1ccc(N2CCN(CCCNC(=O)CCCn3c(=O)[nH]c4ccsc4c3=O)CC2)cc1
→ -3	1.1	-3.2	1.1	3	102	-0.2	-9	8	-3
> COc1ccc(/C=N/NC(N)=S)cc1OC(=O)c1ccccc1
→ -2	1.1	-16	1.3	13	99	-0.3	-6	1	-12
> CCOC(=O)c1nn(-c2ccc(Cl)cc2)c2nc(Nc3ccccc3)cc(=O)n12
→ -4	1.1	-1.7	1.3	7	93	-0.3	-8	1	-7
> COCCSc1nc(N)c(NC(=O)c2ccc(OC)cc2)c(=O)[nH]1
→ 7	1.1	0.2	0.98	0	100	-0.1	-7	13	0
> Cc1ccc(CNC(=O)Cn2cnc3cc([N+](=O)[O-])ccc3c2=O)cc1
→ -2	1	0.3	1.1	-4	102	-0.4	-3	2	4
> Fc1ccc(-n2c(Cn3nnc4ccccc43)n[nH]c2=S)cc1
→ -3	1	-0.2	1.1	-1	86	-0.3	5	6	1
> Fc1ccccc1CSc1nncn1NC/C=C/c1ccccc1
→ -24	1	-11	1.2	1	104	-0.3	0	16	-1
> Cc1nnc(SCc2cccc(Oc3ccccc3)c2)n1N
→ -5	1	0.8	1.5	-3	95	-0.1	-1	-8	2
> Cc1ccc(S(=O)(=O)N[C@H](C(=O)OCC(=O)NC(=O)Nc2ccc3c(c2)OCCO3)C(C)C)cc1
→ -3	1	0.0	1	-3	102	-0.3	-1	-4	3
> Cc1ccccc1Nc1nc(N)nc(CN2CCN(C(=O)c3ccccc3)CC2)n1
→ -1	1	-2.8	0.97	10	98	0.4	-5	2	-10
> Nc1ncnc2c1ncn2C1OC(CO)C(O)C1O (configuration not stated)
→ 4	1.1	-0.3	1	9	107	-0.1	-8	14	-9
> O=C(CCC(=O)NC1CCN(Cc2ccccc2)CC1)NCc1ccco1
→ -2	1	-2.5	0.98	23	101	-0.2	-4	0	-23
> O=c1c2ccccc2nc(/C=C/c2cccnc2)n1Cc1ccccc1
→ 2	1.1	0.0	0.88	4	87	-0.1	-9	10	-4
> O=c1[nH]c2cccnc2c2ccsc12
→ 0	1	-1.3	1.2	-3	91	-0.1	-4	14	3
> O=C(Cc1c[nH]c2ccccc12)NCc1cccs1
→ 0	1	-0.4	1	26	98	-0.3	2	1	-26
> CCOC(=O)Cc1csc(NC(=O)c2csc3c2CCCC3)n1
→ -3	0.8	-2.3	0.72	12	106	0.1	17	10	-12
> O=C(c1ccco1)N1CCN(c2ncnc3c2oc2ccccc23)CC1
→ -2	1	0.9	1.1	22	121	-0.4	-4	-28	-22
> O=C(CN1CCOCC1)Nc1cccc(Cl)c1Cl
→ 1	1	2.2	1.1	-4	97	-0.1	-3	4	4
> Cc1cccc(C2(c3cccc(C)c3)OC(=O)c3ccccc32)c1
→ -4	1	-3.9	1.4	-1	100	-0.1	-5	-5	1
> Cc1nc(SCC(=O)O)c(C#N)c(C)c1CC(=O)c1ccccc1
→ -8	1	0.2	1.1	-2	92	0.1	1	4	2
> COC(=O)Cn1c(=NC(=O)c2cc(OC)cc(OC)c2)sc2cc(OC)ccc21
→ -3	1	0.4	0.36	-1	91	-0.2	0	-40	1
> COc1ccccc1Nc1ncnc2c1oc1ccccc12
→ -10	1	0.2	2.2	18	137*	-0.4	4	4	-18
> COc1ccc(NC(=O)C(C)N(c2ccc(C)cc2)S(C)(=O)=O)cc1 (configuration not stated)
→ 1	1	6.5	1.1	.	96	0.0	-5	10	.
> O=[N+]([O-])c1ccc(Nc2nc(NCCO)nc(N3CCCC3)n2)cc1
→ -3	1	-1.8	1	-19	112	-0.1	-4	4	19
> Oc1ccccc1Oc1c(F)c(F)nc(N2CCCC2)c1F
→ -4	1.1	0.2	1.1	-10	105	-0.2	-6	10	10
> CCCC(=O)Nc1nc2nc(-c3ccccc3)cc(-c3ccccc3)n2n1
→ -7	1.1	0.0	1.2	-8	96	-0.1	-9	9	8
> COc1ccc(C(=O)NCC(=O)OCc2ccc([N+](=O)[O-])cc2)cc1
→ 5	1.1	-0.4	1.2	7	104	-0.1	-7	0	-7
> Cc1ccc(CN(c2ccc(C(=O)N3CCc4ccccc4C3)cc2)S(C)(=O)=O)cc1
→ 2	1.1	0.1	1.1	10	95	-0.1	-7	3	-10
> Cc1ccnc2nc(C(=O)OCCOc3cccc(Br)c3)nn12
→ -7	1	-1.2	1.1	-4	100	-0.3	-4	3	4
> COCCNC(=O)c1ccc(-n2c(SCc3cc(F)ccc3F)nc3ccccc3c2=O)cc1
→ -4	1.1	-0.2	1.2	2	104	-0.3	-7	-6	-2
> CCOC(=O)CSc1nc(N)c(C#N)c(-c2ccc(OCC)cc2)c1C#N
→ 0	1	1.9	1	-9	92	0.0	0	6	9
> O=C(COc1ccc(S(=O)(=O)NC2CCCCC2)cc1)NCc1ccccn1
→ 5	1	0.2	1	7	94	-0.1	-3	-10	-7
